# Screens as filed in PubChem BioAssay.
# phage Ecoli inh = E. coli growth loss with phage present. growth absorbance. inhibition, % at 11.9 µM. actives 0.26% (n = 360,000). AID 651602; in the data active means inhibition above about 11%
# Wnt act = activators of Wnt/beta-catenin signaling. Wnt/beta-catenin reporter cell assay, activator, plate reader. AID 743398. activation, % at 9.35 µM. actives 1.2% (n = 300,000); in the data active means activation above about 30%, passing the limit was not always enough; inconclusive means no clear call, values can overlap the other calls;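 further: 0% = neutral control wells and 100% = positive control wells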
# The depositor's hits bear a star; ? = inconclusive. Not all compounds are listed; rates above refer to the full screens.
# Start of the listing, in advance:
SMILES,phage Ecoli inh,Wnt act
CN(C)CCN1CCN(C(c2cc3ccccc3o2)c2nnnn2C(C)(C)C)CC1 (stereo unspecified),3.2,-2
CCCCCCN(C(=O)CCCCCN1C(=O)NC(c2ccc(-c3ccccc3)cc2)C(C(=O)OCc2ccccc2)=C1C)C(C(=O)NCCCC)c1ccc(-c2ccccc2)cc1 (stereo unspecified),0.7,-4
Cc1cc(C)cc([C@H]2C[C@]34CN(Cc5ccccc5)S(=O)(=O)[C@H]3C[C@H]2O4)c1,1.6,-3
CC1(C(=O)NS(=O)(=O)C2CC2)CCCN(C(=O)c2cccnc2Oc2ccccc2)C1 (stereo unspecified),2.6,0
Nc1ncnc2c1ncn2[C@@H]1O[C@H](C(=O)N[C@H](CO)Cc2ccc(O)cc2)[C@@H](O)[C@H]1O,0.7,-3
Cc1cn(CC(=O)NCc2nc3ccccc3[nH]2)c(=O)[nH]c1=O,3.3,-2
CC(=O)Nc1cccc(-c2ccnc3c2CC(C)(C(=O)Nc2ccc(C(C)C)cc2)O3)c1 (stereo unspecified),3.5,-3
CN1CCCCC(NC(=O)c2ccccn2)C1=O (stereo unspecified),5.0,-2
C[C@H]1[C@H](c2ccccc2)Oc2cccc(N3CCCC3)c2S(=O)(=O)N1Cc1cccc(F)c1,4.8,-2
Cc1ccccc1CN1C(=O)CSCC1(C)C(=O)NC(C)C (stereo unspecified),2.3,-1
CC(C)c1ccc(CC(=O)N2CCC2(C)C(=O)NS(=O)(=O)c2cccc(OC(F)F)c2)cc1 (stereo unspecified),1.0,0
CCNC(=O)C[C@@H]1CC[C@@H]2NC[C@@H](O)COC[C@H]2O1,3.3,-4
COc1cc(N2CCC(O)CC2)ccc1Nc1cc(Nc2ccccc2S(=O)(=O)C(C)C)c2cc[nH]c2n1,0.6,-2
C[C@@H]1CN([C@H](C)CO)C(=O)CCCn2cc(nn2)CO[C@H]1CN(C)C(=O)c1ccc2ccn(C)c2c1,4.2,4

# The listing (from the top)
SMILES,phage Ecoli inh,Wnt act
CN(C)CCN1CCN(C(c2cc3ccccc3o2)c2nnnn2C(C)(C)C)CC1 (stereo unspecified),3.2,-2
CCCCCCN(C(=O)CCCCCN1C(=O)NC(c2ccc(-c3ccccc3)cc2)C(C(=O)OCc2ccccc2)=C1C)C(C(=O)NCCCC)c1ccc(-c2ccccc2)cc1 (stereo unspecified),0.7,-4
Cc1cc(C)cc([C@H]2C[C@]34CN(Cc5ccccc5)S(=O)(=O)[C@H]3C[C@H]2O4)c1,1.6,-3
CC1(C(=O)NS(=O)(=O)C2CC2)CCCN(C(=O)c2cccnc2Oc2ccccc2)C1 (stereo unspecified),2.6,0
Nc1ncnc2c1ncn2[C@@H]1O[C@H](C(=O)N[C@H](CO)Cc2ccc(O)cc2)[C@@H](O)[C@H]1O,0.7,-3
Cc1cn(CC(=O)NCc2nc3ccccc3[nH]2)c(=O)[nH]c1=O,3.3,-2
CC(=O)Nc1cccc(-c2ccnc3c2CC(C)(C(=O)Nc2ccc(C(C)C)cc2)O3)c1 (stereo unspecified),3.5,-3
CN1CCCCC(NC(=O)c2ccccn2)C1=O (stereo unspecified),5.0,-2
C[C@H]1[C@H](c2ccccc2)Oc2cccc(N3CCCC3)c2S(=O)(=O)N1Cc1cccc(F)c1,4.8,-2
Cc1ccccc1CN1C(=O)CSCC1(C)C(=O)NC(C)C (stereo unspecified),2.3,-1
CC(C)c1ccc(CC(=O)N2CCC2(C)C(=O)NS(=O)(=O)c2cccc(OC(F)F)c2)cc1 (stereo unspecified),1.0,0
CCNC(=O)C[C@@H]1CC[C@@H]2NC[C@@H](O)COC[C@H]2O1,3.3,-4
COc1cc(N2CCC(O)CC2)ccc1Nc1cc(Nc2ccccc2S(=O)(=O)C(C)C)c2cc[nH]c2n1,0.6,-2
C[C@@H]1CN([C@H](C)CO)C(=O)CCCn2cc(nn2)CO[C@H]1CN(C)C(=O)c1ccc2ccn(C)c2c1,4.2,4
O=C(Nc1cccc(C(F)(F)F)c1)C1Cc2c(-c3cccc(F)c3)ccnc2O1 (stereo unspecified),-0.3,-4
c1ccc(SC23CCCCN(CCC2)[C@]32CO2)cc1 (stereo partly specified),2.0,0
CC1CCN(C(=O)c2ncn3c2C(=O)N[C@H](C)C3)CC1,3.4,4
C[C@@H]1CN(c2ccc(N3CCNC[C@@H]3C)cc2C#N)C[C@H](C)O1,1.9,-3
OCc1ccc(-c2cncc3nccn23)cc1,1.3,-1
NCCCC(C(=O)O)N(C(=O)OCc1ccccc1)C(=O)OCc1ccccc1 (stereo unspecified),1.7,2
Cc1ccc(F)c(S(=O)(=O)NC(=O)C2(C)CCN2C(=O)C2(c3ccc(Cl)cc3)CCC2)c1 (stereo unspecified),2.2,0
OCCN1CCN(c2ncnc3c2ncn3[C@H]2CN(Cc3cccnc3)C[C@@H](CO)O2)CC1,-0.3,-2
CCCCCc1c(-c2ccc(OC)cc2)ncn1CCc1ccccc1OC,0.1,-14
CCCS(=O)(=O)NC(=O)C1(C)CCCN(C(=O)/C=C/c2ccccc2)C1 (stereo unspecified),2.5,1
CCOC(=O)N1CCN(c2ncnc3c2cnn3-c2ccc(Cl)cc2)CC1,3.9,-1
CC(C)C[C@H](NC(=O)c1cccs1)C(=O)N1CCC[C@H]1C(=O)NCc1ccccc1,3.6,-2
O=C(NCC1CC1)C1Cc2c(-c3ccccc3Oc3ccccc3)ccnc2O1 (stereo unspecified),1.7,-1
CC(C(=O)NC1CCCC1)n1c(-c2ccccn2)nc2ccccc21 (stereo unspecified),2.7,3
CC1(C(=O)NS(=O)(=O)c2ccccc2)CCN1C(=O)Cc1cccc2ccccc12 (stereo unspecified),1.4,-1
COc1c(C)cc(C(O)c2ncc(-c3ccccc3C)[nH]2)cc1C (stereo unspecified),0.8,-1
O=C(/C=C/[C@H]1O[C@@H](n2cnc3c(NC(=O)c4ccccc4)ncnc32)[C@H](O)[C@@H]1O)NCCCN1CCCC1=O,3.1,-4
COC(=O)C1=C(C)N(Cc2cccc(C(F)(F)F)c2)C(=NCC2CC2)NC1c1cccc(C(F)(F)F)c1 (stereo unspecified),2.1,-28
CCCCCCCCN1C(=O)[C@@H](CC(=O)NCc2cccs2)C[C@@]2(C(=O)OC)C1=C[C@H](C(C)(C)C)O[C@@H]2C,1.3,-10
CSCCC(C(=O)Nc1c(C)cccc1C)n1c(-c2cc(C)cs2)nc2ccccc21 (stereo unspecified),0.1,1
O=c1[nH]c(=S)[nH]c2c1C(c1ccc(F)cc1)OC(C1CCCCC1)C2 (stereo unspecified),3.7,-4
CN(C)CCN1CCN(C2CN(Cc3ccccc3)S(=O)(=O)C2)CC1 (stereo unspecified),2.0,-1
O=C(Nc1ccc2nc([C@H]3C[C@H](O)[C@@H](CO)O3)[nH]c2c1)NC(c1ccccc1)c1ccccc1,3.2,-6
CCCCCNC(=O)C(c1cccc2ccccc12)n1c(=O)c(-c2ccccc2)nc2ccccc21 (stereo unspecified),1.5,0
OC(c1ccc2c(c1)OCO2)c1ncc(-c2ccc(Cl)cc2)[nH]1 (stereo unspecified),6.9,-1
Cc1ccc(C(=O)N(C)[C@H]2C[C@H]3c4[nH]c5c(-c6ccccc6)cccc5c4CCN3C(=O)[C@H]2[C@H](C)O)cc1,-0.6,-1
C=CCNc1nc2cc(-c3cccc(Cl)c3)sc2c(=O)n1C,2.3,9
COC(=O)c1cc2c(c3c4cc(C)ccc4n(S(=O)(=O)c4cccc(C)c4)c13)C(=O)N(C)C2,2.7,-2
CCOC(=O)C1(C)CCCCCN1C(=O)c1ccccc1F (stereo unspecified),3.5,0
COc1ccc(Cn2cc(CN3CC(N4CCSCC4)CS3(=O)=O)nn2)cc1 (stereo unspecified),-2.5,-5
COC1C(O)CCC2(CO2)C1C1(C)OC1CC=C(C)C (stereo unspecified),2.8,-2
Cc1cccc(C)c1NC(=O)C(c1cc2ccccc2o1)N1CCC(c2ccccc2)CC1 (stereo unspecified),-1.7,-3
CCOc1ccc(-c2cc(C(=O)NCc3ccc(C(F)(F)F)cc3)[nH]n2)c(C)c1,3.5,-3
O=C(Nc1ccc2c(c1)OCO2)c1cc(C2CCCCN2S(=O)(=O)c2ccccc2)on1 (stereo unspecified),1.1,-1
CC1(Oc2cccc(F)c2)CCN(Cc2ccc(-c3ccccc3)o2)C1 (stereo unspecified),4.7,-2
COc1ccc(C(=O)c2[nH]c(N)c(C(=O)NCCc3c[nH]c4ccccc34)c2-c2c(F)cccc2Cl)cc1,0.1,-3
OC[C@@H](O)C(O)[C@@H](O)CO (stereo partly specified),3.2,-2
CCCCCCCCN1C(=O)[C@H](CC(=O)NCCCOC)C[C@@]2(C(=O)OC)CC(C)(C)CC=C12,3.0,-6
Cn1cc([C@]2(O)C(=O)Nc3ccc(Br)cc32)c2ccccc21,1.1,-1
O=C(NCc1ccccc1)C1C(c2ccccc2)=Nc2ccccc2N1C(=O)c1cnccn1 (stereo unspecified),0.5,9
COCCNC(=O)c1c(N)[nH]c(C(=O)c2ccc(Br)cc2)c1-c1ccc(Br)cc1,0.0,-2
CC1(C(=O)NCc2ccccc2)CN(S(C)(=O)=O)CC(=O)N1C1CC1 (stereo unspecified),3.0,3
CC1(C(=O)NS(=O)(=O)c2cccs2)CCN1C(=O)C1CC1 (stereo unspecified),2.9,-1
COc1cccc(CN2CCC2(C)C(=O)Nc2cnc3ccccc3c2)c1F (stereo unspecified),2.6,2
CC1(C(=O)NS(=O)(=O)c2ccccc2Cl)CCN1C(=O)Cc1ccccc1Cl (stereo unspecified),0.5,-2
O=S1(=O)CC(N2CCSCC2)CN1Cc1cn(Cc2cccc(C(F)(F)F)c2)nn1 (stereo unspecified),1.1,-2
# (next part)
SMILES,phage Ecoli inh,Wnt act
COc1cccc(-c2cnc(C(O)c3cccc(F)c3)[nH]2)c1 (stereo unspecified),3.3,0
COC(=O)C1=C(C)N(Cc2cccc(C(F)(F)F)c2)C(=NCc2ccccc2C(F)(F)F)NC1c1ccc(Cl)cc1 (stereo unspecified),3.0,-1
COC(=O)N(C)C[C@@H]1OCc2cn(nn2)CCCC(=O)N([C@H](C)CO)C[C@H]1C,3.1,-2
CCN(CC)c1ncnc2c1ncn2[C@H]1CN(Cc2ccc(OC)cc2)C[C@@H](CO)O1,1.6,0
CC(NC(=O)C1CCN(Cc2ccc(Oc3ccccc3)cc2)CC1)c1cccc2ccccc12 (stereo unspecified),1.8,-2
CCCNC(=O)C1(C)CCN1C(=O)c1ccccc1CCc1ccccc1 (stereo unspecified),0.1,4
Cc1cccc(COC[C@H](CC(C)C)N2CCN(C(=O)c3ccc(C(C)(C)C)cc3)CCC2=O)c1,2.2,-2
N#Cc1ccc(-c2ccc3nccn3c2)cc1,2.9,-4
CCOC(=O)[C@]12CCC=C1N(Cc1ccc3c(c1)OCO3)C(=O)[C@H](CC(=O)NCc1ccc(OC)c(OC)c1)C2,-0.7,-2
CN(C)CCNc1ncnc2c1ncn2[C@H]1CN(Cc2ccncc2)C[C@@H](CO)O1,0.2,-2
CC1=C(C(=O)N2CCCCCC2)CC(CC(=O)NCCc2ccccn2)C(=O)N1Cc1ccc(F)cc1 (stereo unspecified),3.6,-2
O=C(Nc1cccc(Oc2ccccc2)c1)C1Cc2c(-c3ccco3)ccnc2O1 (stereo unspecified),0.6,-4
COc1ccc(-c2cc(NC=O)c3ncc(-c4cccc(C(F)(F)F)c4)n3c2)cc1OC,2.5,-1
Cc1onc(-c2c(Cl)cccc2Cl)c1-c1nc2cc(Cl)ccc2c(=O)o1,1.5,-4
O=C(NCc1ccccc1)c1cc(C2CCCN(S(=O)(=O)c3cccc4cccnc34)C2)on1 (stereo unspecified),1.9,-2
COc1cc(OC)cc(C2=Cc3ccc(OC)cc3C(CC(C)=O)N2c2ccc(C#CCCO)cc2)c1 (stereo unspecified),2.5,-3
COc1cccc(C2CC(OCCF)=CC(=O)O2)c1 (stereo unspecified),3.1,0
CCN(CC)CCC12CC(C)OC1=Nc1ccccc1NC2=O (stereo unspecified),2.2,-1
COc1ccc(OC)c(S(=O)(=O)NC(=O)C2(C)CCN2C(=O)Cc2ccccc2)c1 (stereo unspecified),1.8,5
C[C@@H]1ON(C)[C@H]2C[C@H]3c4cc(-c5cc6ccccc6o5)ccc4CCN3C[C@@H]12,1.7,?
CCCCCNC(=O)C(c1ccc(-c2ccccc2)cc1)n1c(=O)c(-c2cc3ccccc3[nH]2)nc2ccccc21 (stereo unspecified),0.6,-3
Cc1cnc(C(=O)N(c2ccc(N3CCOCC3)cc2)C2C(=O)Nc3ccccc3N=C2c2ccc3c(c2)OCO3)cn1 (stereo unspecified),-1.8,4
O=S1(=O)CC(N2CC=CC2)CN1C1CCCCC1 (stereo unspecified),0.1,-3
c1coc(-c2ccc3nncn3c2)c1,4.1,-6
CCCCn1nnnc1C(c1cc2ccccc2o1)N1CCN(CCN(C)C)CC1 (stereo unspecified),2.1,-2
CC(C)(C)OC(=O)N1C(=O)[C@](OC(=O)c2ccccc2)(c2ccc(F)cc2)c2ccccc21,1.2,-2
COc1ccc(C(C(=O)Nc2c(C)cccc2C)N2CCN(C)CC2)cc1 (stereo unspecified),-0.8,-4
CCCS(=O)(=O)NC(=O)C1(C)CCCN(C(=O)c2c(OC)cccc2OC)C1 (stereo unspecified),1.2,-5
O=S1(=O)N[C@@H](Cc2ccccc2)COc2cccc(N3CCN(Cc4ccccc4F)CC3)c21,0.0,-4
COC(=O)c1ccc2nc(-c3ccc(C)cc3)c(Cc3cccc(F)c3)n2c1,-0.9,-2
COc1cc(C(=O)N2CCC(N3CCN(C)CC3)CC2)ccc1Nc1ncc2c(n1)N(C)c1ccccc1C(=O)N2C,2.8,14
NC(=O)c1cccc(-c2ccnc3c2CC(C(=O)NCC2CC2)O3)c1 (stereo unspecified),2.9,1
CS(=O)(=O)Nc1cccc(NC(=O)c2cccc3c(-c4ccc(F)c(F)c4)coc23)c1,2.5,-1
CC(C)CC(=O)c1c(O)cc(O)c2c1OC1=C(C(=O)C(C)(C)C(=O)C1(C)C)C2CC(C)C (stereo unspecified),1.9,-10
O=C(NC1CCCCC1)C(c1cc2ccccc2o1)N1CCOCC1 (stereo unspecified),3.4,5
COC(=O)/C=C1\OCc2c(F)cccc21,3.6,-2
CC(C)(C)c1ccc(CC(=O)N2CCC2(C)C(=O)NCc2ccc(Cl)cc2)cc1 (stereo unspecified),-0.3,-2
COC(=O)CCCC[C@@H]1O[C@H](CCc2ccccc2)Cc2[nH]c(=S)[nH]c(=O)c21,3.3,-2
